LmPK inh: inhibitors of Leishmania mexicana pyruvate kinase. Potency, µM (titrated, usually from 57.5 µM), without a hit: at the highest dose activity change, negative = inhibition, actives largely listed as inhibitors. AID 1721. purified LmPK, Kinase-Glo ATP luminescence, 1 h. 290,000 tested, 0.37% active. Q27686; further: potency means the concentration at half of the fitted maximal effect; on the % scale 0 is the no-effect control and ±100 the full control effect
Target sequence (Q27686 whole entry, looked up): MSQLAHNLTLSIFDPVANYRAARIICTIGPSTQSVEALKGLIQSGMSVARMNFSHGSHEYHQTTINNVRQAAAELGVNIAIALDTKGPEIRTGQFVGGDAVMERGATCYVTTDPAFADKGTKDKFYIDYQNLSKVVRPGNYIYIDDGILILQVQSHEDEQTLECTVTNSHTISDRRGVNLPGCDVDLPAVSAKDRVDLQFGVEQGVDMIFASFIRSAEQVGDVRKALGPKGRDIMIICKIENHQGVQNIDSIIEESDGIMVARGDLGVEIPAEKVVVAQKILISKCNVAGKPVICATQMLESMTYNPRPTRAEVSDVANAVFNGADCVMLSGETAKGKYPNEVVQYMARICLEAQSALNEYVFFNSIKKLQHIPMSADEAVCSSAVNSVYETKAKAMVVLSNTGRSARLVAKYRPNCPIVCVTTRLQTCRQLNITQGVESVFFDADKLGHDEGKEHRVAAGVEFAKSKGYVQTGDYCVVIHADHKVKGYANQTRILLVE
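In 50 mM imidazole pH 7.2 with 7 mM MgCl2, LmPK (0.1 nM) turned over PEP (0.5 mM) and ADP (0.1 mM) for 1 h at room temperature. Luciferase read-out of ATP.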
Pf growth 48h: inhibits P. falciparum growth in the first generation, 48 h | Potency, µM (top dose mostly 28.7 µM), without a hit: top-dose activity change, negative = inhibition, usual class: inhibitors | 310,000 tested, 5.9% active | P. falciparum luciferase growth in erythrocytes, 48 h; further: potency means the concentration at half of the fitted maximal effect; on the % scale 0 is the no-effect control and ±100 the full control effect
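Luciferase-expressing P. falciparum in infected erythrocytes (2% hematocrit, 0.1% parasitemia final) in RPMI 1640/0.5% Albumax were exposed to compound for 48 hours at 37 C, 5% CO2; growth read as luminescence.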
Pf growth 96h: P. falciparum growth inhibition at 96 hours; P. falciparum luciferase reporter growth, 96 h; Potency, µM (top dose mostly 28.7 µM), inactives show at the highest dose activity change, negative = inhibition, hits mostly inhibitors; 320,000 tested, 6.9% active; AID 504834; further: potency means the concentration at half of the fitted maximal effect; on the % scale 0 is the no-effect control and ±100 the full control effect
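96 h incubation, 37 C, 5% CO2, of luciferase-reporter P. falciparum-infected RBCs (2% hematocrit, 0.05% parasitemia final) with test compounds; endpoint luminescence.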
Tb PYK inh: T. brucei pyruvate kinase inhibition; Q57TT1; TbPYK enzyme, Kinase-Glo Plus ATP luminescence, 45 min; Potency, µM (titrated, usually from 76.8 µM), without a hit: at the top dose activity, negative = inhibition, most hits filed as inhibitors; 410,000 tested, 0.12% active; AID 624173; further: potency means the concentration at half of the fitted maximal effect; on the % scale 0 is the no-effect control and ±100 the full control effect; nearly all actives have a fitted effect of over 50% in size
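Activity of T. brucei pyruvate kinase was followed by Kinase-Glo Plus luminescence after the enzyme reacted 45 min at room temperature with 130 uM ADP (final) and substrate. Test compounds were added before ADP at multiple concentrations.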
HCV inhibitor: HCV inhibition. Huh7.5.1 HCVcc-Cre infection, luciferase reporter, 44 h. 340,000 tested, 3.4% active. Potency, µM (top dose mostly 41.8 µM), without a hit: top-dose activity change, negative = inhibition, most hits filed as inhibitors; further: potency means the concentration at half of the fitted maximal effect; on the % scale 0 is the no-effect control and ±100 the full control effect
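HCVcc-Cre virus at an moi near 0.5 was added right after compound to cells cultured 4 h from seeding (1,000 cells/well). Luciferase activity was determined 44 h later, 15 min after substrate addition at RT.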
Shiga toxin inh: Shiga toxin inhibition. Vero cells, Shiga toxin protein synthesis inhibition reporter. inhibition, % at 38.7 µM. 290,000 tested, 9.2% active. AID 2315; in the data active means inhibition mostly above about 28%, no sharp cut-off; inactive means mostly below about 43%; further: 0% is about no effect
Cycloheximide cs: counter-screen hit for Shiga toxin inhibitors, cycloheximide. cell reporter, cycloheximide protein synthesis inhibition counterscreen. max response, %. 300,000 tested, 12% active. AID 2314; in the data active means max response mostly above about 13%, no sharp cut-off; inactive means mostly below about 14%; further: read at 38.3 µM for the half of the compounds with a filed dose; 0% is about no effect
* hit, by the source's call; ? = inconclusive; . = not tested or not shown; & = joins results of further samples; [ ] = remark or other dose. Unless noted, the call rests on the fitted dose curve; in most records, active means well fitted curve in the direction sought with a large enough effect; inconclusive means small, poorly fitted or top-dose-only effect, or another doubt; inactive means no such curve, though single readings can be large; an effect the other way counts as inactive or inconclusive.

cpd | SMILES | LmPK inh | Pf growth 48h | Pf growth 96h | Tb PYK inh
1 | O=C(NCCc1ccc(F)cc1)NC12CC3CC(CC(C3)C1)C2 | -3% | 119%[activator] | -36% | 7%
2 | COc1ccc(CNC(=O)CCNS(=O)(=O)c2ccc(C)cc2)cc1 | 4% | . | ? | 2%
3 | O=C(COC(=O)CNC(=O)c1ccc(Br)cc1)NCCC1=CCCCC1 | 0% | 464%[activator] | 43%[activator] | 1%
4 | COc1ccc(-n2nc(C(=O)NCC(=O)Nc3cccc(Cl)c3)c3ccccc3c2=O)cc1 | -5% | 9.3µM* | 12µM* | 0%
5 | O=S(=O)(c1cccc(Cl)c1)N1CCSc2ccccc21 | . | -27% | -16% | 2%
6 | COCCCNC(=O)CCc1nc2cccnc2n1Cc1ccc(OC)cc1 | 1% | 8% | 67%[activator] | -3%
7 | CCCCCCCC(=O)NC1=NC(=O)C(C)(C)S1 | -2% | 3% | 34%[activator] | 0%
8 | CC1CC(N(C(=O)c2ccco2)c2ccccc2)c2ccccc2N1C(=O)c1ccco1 (configuration not stated) | 7% | . | ? | -21%
9 | CCOc1ccccc1-c1nc(-c2ccc(NC(=O)Cc3ccccc3OC)cc2)no1 | 0% | 13µM* | 3.7µM* | -14%
10 | Cc1ccc(C)c(N(CC(=O)NC(C)C)C(=O)CCC(=O)Nc2ccccn2)c1 | 1% | -12% | -29% | 3%
11 | C=CCN1C(=O)C(Cc2cccc(Cl)c2)SC1=Nc1ccc(C(=O)O)cc1 (configuration not stated) | 6% | 6% | -1% | -6%
12 | CCN(c1ccc(NC(=O)COC(=O)c2cccs2)cc1)C(C)C | -17% | . | -1% | ?

cpd | HCV inhibitor | Shiga toxin inh | Cycloheximide cs
1 | -3% | 120* | 64*
2 | 6% | 14 | -6
3 | 9% | 21 | 5
4 | -26% | -6 | -3
5 | -1% | . | .
6 | 18% | 0 | -2
7 | 32%[activator] | 8 | -1
8 | -2% | -6 | -5
9 | ? | -6 | 7
10 | -1% | 15 | 2
11 | 6% | 17 | 17
12 | 1% | 20 | 38*

The results go on.
cpd | SMILES | LmPK inh | Pf growth 48h | Pf growth 96h | Tb PYK inh
13 | COc1ccc(CC(NC(C)=O)C(=O)NC2CCN(C(=O)c3ccc(Cl)cc3)CC2)cc1 (configuration not stated) | 6% | -16% | 3% | -2%
14 | Cc1ccc(S(=O)(=O)N2CCN(c3nccnc3C#N)CC2)cc1 | 0% | -11% | 0% | 1%
15 | COc1ccc(C(=O)Nc2ccc(Cl)cc2C(=O)N2CCCC(C)C2)cc1 (configuration not stated) | 4% | . | -16% | -3%
16 | Cc1cccc(NCN2C(=O)C3C4C=CC(C4)C3C2=O)c1 (configuration not stated) | -1% | . | 13% | 0%
17 | CC(=O)Nc1ccccc1/C=C/c1ccc2c(C)cc(C)c(O)c2n1 | 1% | -1% | ? | -3%
18 | COc1cc(NC(=O)Cn2nc(-c3ccc(F)cc3)ccc2=O)ccc1-n1cnnn1 | 3% | 17% | ? | -3%
19 | O=C(CCNC(=O)N1CC(=O)Nc2ccccc21)Nc1cccc(Cl)c1 | 0% | 0% | ? | 2%
20 | CC(C)C[C@H](NC(=O)NCCC1=CCCCC1)C(=O)O | -1% | 21% | 47%[activator] | 4%
21 | Cc1ccc(NC(=O)c2c3c(nc4ccccc24)CCC3)cc1S(=O)(=O)N(C)C | 14% | -14% | ? | -1%
22 | Cc1ccc(C)c(-c2nnc(OCC(=O)Nc3cc(C)on3)c3ccccc23)c1 | 7% | ? | ? | 2%
23 | O=C(N=NC(=O)c1ccco1)c1ccc2c(O)n(N3C(=O)c4ccccc4C3=O)c(O)c2c1 | 2% | 5% | 9% | 2%
24 | CC(CCl)OC(C)CCl (configuration not stated) | . | 21% | 37%[activator] | 2%

cpd | HCV inhibitor | Shiga toxin inh | Cycloheximide cs
13 | 16% | -4 | -9
14 | -14% | -1 | 1
15 | ? | -4 | -1
16 | -6% | -5 | 11
17 | ? | -4 | -2
18 | ? | 19 | 4
19 | 8% | -14 | 8
20 | 8% | 2 | -1
21 | ? | 50* | 37*
22 | ? | -2 | -2
23 | 24% | -4 | -4
24 | 19% | . | .

From no. 13 up to 18, copied from above:
cpd | SMILES | LmPK inh | Pf growth 48h | Pf growth 96h | Tb PYK inh
13 | COc1ccc(CC(NC(C)=O)C(=O)NC2CCN(C(=O)c3ccc(Cl)cc3)CC2)cc1 (configuration not stated) | 6% | -16% | 3% | -2%
14 | Cc1ccc(S(=O)(=O)N2CCN(c3nccnc3C#N)CC2)cc1 | 0% | -11% | 0% | 1%
15 | COc1ccc(C(=O)Nc2ccc(Cl)cc2C(=O)N2CCCC(C)C2)cc1 (configuration not stated) | 4% | . | -16% | -3%
16 | Cc1cccc(NCN2C(=O)C3C4C=CC(C4)C3C2=O)c1 (configuration not stated) | -1% | . | 13% | 0%
17 | CC(=O)Nc1ccccc1/C=C/c1ccc2c(C)cc(C)c(O)c2n1 | 1% | -1% | ? | -3%
18 | COc1cc(NC(=O)Cn2nc(-c3ccc(F)cc3)ccc2=O)ccc1-n1cnnn1 | 3% | 17% | ? | -3%

cpd | HCV inhibitor | Shiga toxin inh | Cycloheximide cs
13 | 16% | -4 | -9
14 | -14% | -1 | 1
15 | ? | -4 | -1
16 | -6% | -5 | 11
17 | ? | -4 | -2
18 | ? | 19 | 4

Following part:
cpd | SMILES | LmPK inh | Pf growth 48h | Pf growth 96h | Tb PYK inh
25 | CC(=O)Nc1ccc(N(CC(O)Cn2c3ccccc3c3ccccc32)S(=O)(=O)c2ccc(C)cc2)cc1 (configuration not stated) | 1% | 9.3µM* | -1% | 7%
26 | COC(=O)c1ccc(C2/C(=C(\O)c3ccc4c(c3)OCCO4)C(=O)C(=O)N2c2nnc(C)s2)cc1 (configuration not stated) | -2% | 6% | -5% | -1%
27 | Cc1nnsc1NC(=O)OCc1ccc(C(C)(C)C)cc1 | -1% | 30%[activator] | 48%[activator] | 7%
28 | O=C1C2=C(C(c3ccccc3)=NCCN2)C(c2cccc([N+](=O)[O-])c2)N1c1ccccc1 (configuration not stated) | 8% | ? | 37%[activator] | -8%
29 | Cc1cc(O)c(CN2CCN(c3ccccc3)CC2)cc1C | 0% | 1.5µM* | . | -7%
30 | CCOC(=O)N1CCN(c2ccc(N3C(=O)CCCC3=O)cc2[N+](=O)[O-])CC1 | -4% | -16% | -14% | 2%
31 | Cc1ccc2cccc(S(=O)(=O)Nc3c(C)n(C)n(-c4ccccc4)c3=O)c2n1 | -1% | ? | ? | -5%
32 | Cc1cccc(-c2oc(C)c(C)[n+]2[O-])c1 | 11% | . | 34%[activator] | -2%
33 | CS(=O)(=O)Cc1cccc(C(=O)NC2CCSc3ccccc32)c1 (configuration not stated) | 4% | 6% | 75%[activator] | 2%
34 | O=C(COc1nncc2ccccc12)Nc1ccc(Br)cc1F | -3% | ? | 1% | -5%
35 | C=CCN(C(=O)OC(C)(C)C)S(=O)(=O)NCc1ccccc1 | . | 58%[activator] | 29% | -5%
36 | CCOc1ccccc1NC(=O)C1CCCN(S(=O)(=O)c2cccc3nsnc23)C1 (configuration not stated) | 4% | -29% | 6% | 1%

cpd | HCV inhibitor | Shiga toxin inh | Cycloheximide cs
25 | ? | -5 | 5
26 | 15% | 20 | 10
27 | ? | 13 | -2
28 | -18% | 1 | -1
29 | 17% | -13 | -3
30 | -16% | -14 | -5
31 | -14% | -26 | -4
32 | 18% | -14 | -3
33 | 8% | 17 | 10
34 | 4% | 15 | 1
35 | 12% | . | .
36 | ? | -5 | 7

Continuation:
cpd | SMILES | LmPK inh | Pf growth 48h | Pf growth 96h | Tb PYK inh
37 | COCc1cc(/C=N\NC(=O)c2ccc(Cl)cc2)ccc1OC | 2% | -8% | 49%[activator] | 4%
38 | O=C(Cn1cc(/C=C\[N+](=O)[O-])c2ccccc21)Nc1ccccc1 | 2% | ? | ? | -4%
39 | Cc1nc2cc(CO)ccc2s1 | -2% | 25% | 20% | 1%
40 | Cn1cc(S(=O)(=O)Nc2ccc(Oc3ccccc3)cc2)c(=O)n(C)c1=O | -5% | 5% | 15% | 5%
41 | CC1CCN(CC(CS(=O)(=O)c2ccc([N+](=O)[O-])cc2)N2CCC(C)CC2)CC1 (configuration not stated) | -1% | ? | ? | 4%
42 | O=C(c1cccc2c1C(=O)N(Cc1cccnc1)C2)N1CCN(c2ccccc2)CC1 | 0% | -13% | -12% | 2%
43 | CC(C(=O)Nc1ccc(F)c(F)c1)N1CCN(C)CC1 (configuration not stated) | -4% | 0% | ? | 2%
44 | FC(F)(F)c1cccc(-c2noc(CN3CCOCC3)n2)c1 | 1% | 12% | 34%[activator] | -2%
45 | COc1ccc2nc(NC(=O)C3CC(=O)N(c4ccccc4)C3)sc2c1 (configuration not stated) | 1% | -1% | 13% | -26%
46 | O=C(O)Cn1ccc2cc(S(=O)(=O)N3CCCCCC3)ccc21 | -3% | 11% | ? | -1%&2%
47 | O=S(=O)(NCCCCCNS(=O)(=O)c1ccc(F)cc1)c1ccc(F)cc1 | 2% | -19% | ? | 0%
48 | O=C(NCC(=O)N1CCC(N2CCCCC2)CC1)C1CCCCC1 | 0% | 9% | 1.2µM* | -14%

cpd | HCV inhibitor | Shiga toxin inh | Cycloheximide cs
37 | -11% | 11 | 1
38 | ? | -12 | -8
39 | 8% | 13 | -2
40 | . | -19 | 0
41 | 5µM* | -2 | -2
42 | -4%&16% | 8 | 1
43 | 15% | -5 | -2
44 | -2% | 8 | 15
45 | 4% | -7 | 10
46 | 16% | 3 | -3
47 | -1% | -11 | 3
48 | 11% | -6 | -2

The results go on:
cpd | SMILES | LmPK inh | Pf growth 48h | Pf growth 96h | Tb PYK inh
49 | Cc1ccc(N2CC(C(=O)Nc3cccnc3)CC2=O)cc1Cl (configuration not stated) | -3% | -27% | 48%[activator] | -18%
50 | CCN(C(=O)c1cc2c(=O)n3ccccc3nc2n1CCCOC)C1CCCCC1 | 5% | 12µM* | 15µM* | -4%
51 | Cc1ccc(S(=O)(=O)N2CCCOC2CNC(=O)C(=O)NCCN2CCOCC2)cc1 (configuration not stated) | -5% | -7% | 6% | -2%
52 | O=C(/C=C/NNC(=O)c1ccc(Br)cc1)c1ccccc1 | 11% | . | ? | -4%
53 | O=S(=O)(c1ccccc1)N1CCN(S(=O)(=O)N2CCCCCC2)CC1 | 0% | 2% | ? | 0%
54 | Cn1c(=O)c2c(nc(OCCc3ccccc3)n2C)n(C)c1=O | 4% | 16% | -11% | -3%
55 | CC(CCc1ccccc1)NCCC#N (configuration not stated) | -5% | 23% | 32%[activator] | -13%

cpd | HCV inhibitor | Shiga toxin inh | Cycloheximide cs
49 | -1% | -9 | -3
50 | 2% | -6 | 3
51 | 24% | -4 | -5
52 | ? | 84* | 32*
53 | -4% | -4 | -5
54 | -18% | -14 | -6
55 | 8% | 14 | 7
